Screening data as filed in PubChem.
Gli-Sufu antag = Gli-Sufu pathway antagonists, primary screen, luciferase luminescence, Sufu-KO-LIGHT cells, uHTS. Sufu-KO-LIGHT fibroblasts, Gli luciferase reporter luminescence. inhibition, % at 5 µM. 340,000 compounds, 0.74% hits. AID 588413, 2011;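 active means inhibition above about 55%, limit read from the data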;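 further: 0% = DMSO-treated cells and 100% = wells with medium but no cells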
HKDC1 inh = HKDC1 hexokinase inhibitors, primary screen, biochemical, fluorescence, uHTS. Q2TB90. recombinant HKDC1, G6PDH/diaphorase resazurin coupled fluorescence. inhibition, % at 20 µM. 340,000 compounds, 0.16% hits. AID 493160, 2011;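 active means inhibition above about 35% when tested at 20 µM, limit read from the data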;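 further: plate controls were DMSO wells with enzyme for no effect and DMSO wells lacking enzyme for full effect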
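Test system: recombinant HKDC1 (HK5) hexokinase enzyme, produced in-house; Amount: enzyme 5 µg/mL final; Buffer or medium: Tris pH 8.0 buffer with MgCl2, Tween-20, BSA, BME; Reagent: glucose and ATP substrates; Doses: 20 µM test compound, 1% DMSO; Incubation: 90 min reaction incubation at room temperature, dark; Detection: resorufin fluorescence at 613 nm.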
Jurkat NFkB inh = inhibitors of induced NF-kB luciferase reporter, primary screen, TCR NF-kB activation inhibitor project, cell-based, luminescence, uHTS; Jurkat, PMA/ionomycin-induced NF-kB luciferase reporter; inhibition, % at 4 µM; 330,000 compounds, 0.53% hits
697 NFkB inh = inhibitors of PMA/ionomycin-induced NF-kB reporter, 697 cells, primary screen, B-cell NF-kB inhibitor project, cell-based, luminescence, uHTS. AID 435022, 2010. 330,000 compounds, 0.33% hits. 697 B-cell NF-kB luciferase reporter, 16 h. inhibition, % at 4 µM; in the data active means inhibition above about 35%
UBC13 inh = UBC13 polyubiquitin chain formation inhibitors, primary screen, biochemical, TR-FRET, uHTS; inhibition, % at 20 µM; 330,000 compounds, 0.47% hits; AID 485273, 2010; in the data active means inhibition above about 45%, passing the limit was not always enough
SENP7 block = SENP7 protease inhibitors, primary screen, biochemical, luminescence, uHTS. 330,000 compounds, 1.5% hits. Sentrin-specific protease 7 (Homo sapiens), Q9BQF6. inhibition, % at 5 µM. AID 434973, 2010. recombinant SENP7, Z-RLRGG-aminoluciferin luminescence, 40 min;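 active means inhibition above about 50% at the single test dose, limit read from the data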;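 further: plate controls were DMSO with enzyme for no effect and no enzyme buffer wells for full effect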
SENP8 inh = SENP8 protease inhibitors, primary screen, biochemical, luminescence; Sentrin-specific protease 8 (Homo sapiens), Q96LD8; purified SENP8, Z-RLRGG-aminoluciferin cleavage; inhibition, % at 10 µM; 330,000 compounds, 1.2% hits; AID 2540, 2010
Apaf1 inhib = inhibitors of human Apaf-1 apoptosome, primary screen, biochemical, DEVD-Rh110 fluorescence, uHTS; inhibition, % at 20 µM; 330,000 compounds, 0.71% hits; reconstituted apoptosome caspase-3 activity; Apoptotic protease-activating factor 1 (Homo sapiens), O14727; active means inhibition of at least 40% at 20 µM;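 further: plate controls were DMSO wells for no effect and DEVD-CHO caspase inhibitor wells for full effect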
Target sequence (O14727 whole entry, looked up): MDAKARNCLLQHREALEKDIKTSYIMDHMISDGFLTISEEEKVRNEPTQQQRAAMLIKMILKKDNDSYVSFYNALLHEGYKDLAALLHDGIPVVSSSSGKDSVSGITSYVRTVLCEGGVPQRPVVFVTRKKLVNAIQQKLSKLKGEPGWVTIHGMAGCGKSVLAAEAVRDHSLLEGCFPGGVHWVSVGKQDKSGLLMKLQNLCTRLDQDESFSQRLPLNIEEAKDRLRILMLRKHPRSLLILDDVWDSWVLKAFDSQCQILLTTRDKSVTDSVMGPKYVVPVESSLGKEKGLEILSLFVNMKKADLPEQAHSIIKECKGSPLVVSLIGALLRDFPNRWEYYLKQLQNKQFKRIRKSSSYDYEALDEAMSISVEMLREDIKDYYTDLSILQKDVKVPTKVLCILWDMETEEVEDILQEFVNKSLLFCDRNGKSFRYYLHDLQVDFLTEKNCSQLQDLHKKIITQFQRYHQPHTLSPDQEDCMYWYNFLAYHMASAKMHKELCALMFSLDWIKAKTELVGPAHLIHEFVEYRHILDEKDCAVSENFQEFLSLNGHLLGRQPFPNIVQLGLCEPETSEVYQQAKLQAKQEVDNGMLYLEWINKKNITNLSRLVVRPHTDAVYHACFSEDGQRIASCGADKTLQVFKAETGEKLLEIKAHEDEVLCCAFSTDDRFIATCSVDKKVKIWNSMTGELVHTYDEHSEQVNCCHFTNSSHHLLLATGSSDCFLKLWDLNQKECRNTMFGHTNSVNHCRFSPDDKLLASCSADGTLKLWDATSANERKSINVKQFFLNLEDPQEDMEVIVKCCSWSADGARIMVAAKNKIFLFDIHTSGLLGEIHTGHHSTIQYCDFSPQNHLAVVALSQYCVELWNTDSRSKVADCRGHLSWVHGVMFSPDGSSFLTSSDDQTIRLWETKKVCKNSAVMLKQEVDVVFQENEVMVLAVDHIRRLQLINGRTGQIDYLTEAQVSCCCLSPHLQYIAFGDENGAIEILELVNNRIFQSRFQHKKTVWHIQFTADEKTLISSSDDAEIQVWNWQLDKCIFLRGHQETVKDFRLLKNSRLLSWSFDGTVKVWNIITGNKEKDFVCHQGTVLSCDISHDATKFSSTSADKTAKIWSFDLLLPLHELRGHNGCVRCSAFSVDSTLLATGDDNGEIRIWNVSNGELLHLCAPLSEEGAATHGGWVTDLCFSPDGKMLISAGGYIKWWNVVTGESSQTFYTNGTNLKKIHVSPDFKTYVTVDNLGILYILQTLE
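Material: reconstituted apoptosome with Apaf-1, cytochrome c, caspase-9, procaspase-3, dATP; medium: pH 7.5 Hepes buffer with CHAPS, BSA, DTT; also added: cytochrome c and DEVD-Rh110 substrate; timing: 30 min plus 50 min, RT; signal: Rh110 fluorescence intensity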
Active calls of the source: *; x = not tested or not shown. Unless noted, no stated cut-off is given here; in the data, active means inhibition above about 50%; inactive means the rest. These rows are one share of the data; count on the stated rates, not on these rows.

item	molecule	Gli-Sufu antag	HKDC1 inh	Jurkat NFkB inh	697 NFkB inh	UBC13 inh	SENP7 block	SENP8 inh	Apaf1 inhib
1	CC(Cc1ccccc1)NC(=O)c1ccc(N)cc1 (configuration not stated)	-50	-8	-40	-38	-3	3	7	11
2	COc1ccc2c(c1)CC1(CN2C)C(=O)NC(=O)N(c2ccc(C)cc2)C1=O (configuration not stated)	3	3	3	13	-8	8	-2	3
3	O=C(O)CSC(=S)N1CC2CC(C1)c1cccc(=O)n1C2 (configuration not stated)	-3	-8	8	16	9	8	5	-3
4	c1coc(CNCCc2c[nH]c3ccccc23)c1	6	1	0	-7	4	8	-12	-5
5	COc1ccc2ccccc2c1CNCCc1ccccc1	25	-6	-8	-10	6	10	-10	-11
6	Cc1cccn2c(=O)c3c(nc12)N1CCCCCC1C1(C3)C(=O)N(C)C(=O)N(C)C1=O (configuration not stated)	0	-3	8	8	1	5	6	-13
7	CCCCNC(=O)CN1C(=O)CN=C(c2ccccc2)c2ccccc21	7	8	-8	24	-1	-3	-1	-22
8	COP(=O)(OC)/C(C=O)=N/Nc1ccc([N+](=O)[O-])cc1	3	-6	3	6	-50	-7	-13	3
9	COC(=O)C1=C(c2ccc(OC)c(OC)c2)C[C@@H]2CC[C@H]1N2C(=O)NC1CCCCC1	-5	-6	3	4	0	-7	3	5
10	Nc1ccncc1Cl	-2	-9	11	10	13	3	2	-8
11	CN(C)CCCN=Cc1c(O)n(Cc2ccco2)c(=O)[nH]c1=O	-5	-5	6	15	2	-8	4	-20
12	CN1CC(C#N)C2(O)c3ccccc3CCC2C1 (configuration not stated)	-1	-4	4	-14	-4	7	-14	3
13	CN1C(=O)NC(=O)/C(=C\C=C\c2ccccc2[N+](=O)[O-])C1=O	2	2	4	5	-6	-2	0	8
14	CC1(C)CSC(=NCc2ccccc2)N1	7	-8	-3	7	-5	-3	-7	2
15	CCCC/C(C)=C/[C@@H](NP(=O)(c1ccccc1)c1ccccc1)c1ccccc1	4	2	7	17	12	-2	-3	27
16	O=c1c2ccccc2nc(/C=C/c2ccccc2O)n1-c1ccccc1O	x	x	3	-7	-4	-2	-2	-1
17	COc1ccc(OC)c(NP(=O)(Oc2ccc(Cl)cc2)Oc2ccc(Cl)cc2)c1	3	-8	11	14	8	3	4	10
18	Cc1nn(C)cc1/C=C1/CC2C3CC=C4CC(O)CCC4(C)C3CCC2(C)C1=O (configuration not stated)	3	0	2	24	5	-18	-2	12
19	CCCNC(=O)N1[C@H]2CC[C@@H]1C(C(=O)OC)=C(c1c(C)noc1C)C2	-23	-3	7	13	7	6	7	-1
20	CC1=C(C(=O)O)N2C(=O)[C@@H](NC(=O)CCCC(=O)O)[C@H]2SC1	-11	2	-2	18	-5	11	-6	-6

More records
item	molecule	Gli-Sufu antag	HKDC1 inh	Jurkat NFkB inh	697 NFkB inh	UBC13 inh	SENP7 block	SENP8 inh	Apaf1 inhib
21	Cc1cc(C=C2C(=O)N(C)C(=S)N(C)C2=O)c(C)n1C1CCCCC1	2	8	6	12	-30	-2	-3	9
22	C=CCn1c(O)c(/C=C/C=Nc2ccccc2)c(=O)[nH]c1=O	16	-5	-8	9	-21	3	-4	0
23	O=C(CNS(=O)(=O)c1cccs1)N1CCC2(CC1)OCCO2	-10	-3	-3	3	6	0	4	-10
24	CN(C)C(=O)NC(O)C(Cl)(Cl)Cl (configuration not stated)	6	0	18	18	11	0	-2	-18
25	Nc1c(C(=O)NCC2CCCO2)c2nc3ccccc3nc2n1Cc1ccco1 (configuration not stated)	1	14	7	0	-27	-2	-6	32
26	COc1ccc(-n2c(=O)[nH]c3ccccc3c2=O)c(OC)c1	-3	-1	-13	-26	-10	-2	-5	3
27	CC1CCC(N2CCN(C(=O)COc3ccccc3)CC2)CC1 (configuration not stated)	0	-2	10	10	0	3	-9	10
28	O=C1NC(=O)N(c2ccccc2)C(=O)/C1=C/c1ccc2c(c1)Cc1ccccc1-2	x	x	-25	-6	-32	-2	-9	19
29	C=CCN1C(=O)c2ccccc2Sc2ccc(C(=O)N3CCC4(CC3)OCCO4)cc21	10	-11	6	6	3	-7	4	-9
30	Cc1sc2c(c1C)C(c1ccc(C(C)(C)C)cc1)=NCC(=O)N2CC(=O)Nc1nccs1	14	-1	16	-18	-1	15	6	21
31	Cc1cc(C(=O)N=Nc2c(O)n(C)c3ccccc23)c(C)o1	-74	-12	-80	-127	-27	90*	79*	11
32	CC1OC(C[N+](C)(C)C)CC1O (configuration not stated)	-13	-1	-1	7	-10	-7	-6	7
33	CCN1CCN(c2ccc([N+](=O)[O-])cc2C=C2C(=O)NC(=O)NC2=O)CC1	7	-11	13	-3	-6	0	0	5
34	Cc1ccc2c(c1)=NC(=O)/C(=C/c1c(O)[nH]c(=O)[nH]c1=O)C=2	-2	-1	-4	-2	-13	-1	8	-2
35	CCCC(C)C1(CC)C(=O)NC(=Nc2ccccc2)NC1=O (configuration not stated)	-10	-3	7	7	7	2	0	3
36	Cn1c(O)c(C(c2ccccn2)c2c(O)n(C)c(=S)[nH]c2=O)c(=O)[nH]c1=S	-18	-9	-12	-9	-43	8	-1	-9
37	COc1ccc(CC(C)NCCC(c2ccccc2)c2ccccc2)cc1 (configuration not stated)	26	-3	3	7	30	-7	1	14
38	COC(=O)C1=C(c2ccc3ccccc3c2)C[C@@H]2CC[C@H]1N2C(=O)NC1CC1	4	4	7	10	4	4	4	-2
39	Cc1ccc(-n2c(C)cc(/C=C3/C(=O)NC(=O)N(C)C3=O)c2C)cc1	-5	2	2	4	-4	-5	-3	-7
40	Cn1c(O)c(/C=C2\C=Nc3ccccc32)c(=O)n(C)c1=O	3	4	-6	14	-13	4	1	3

(list continues)
item	molecule	Gli-Sufu antag	HKDC1 inh	Jurkat NFkB inh	697 NFkB inh	UBC13 inh	SENP7 block	SENP8 inh	Apaf1 inhib
41	N/C(=N\N=C\c1ccc(O)cc1O)N[N+](=O)[O-]	55*	-3	-31	-29	-37	52*	51*	-3
42	Cc1ccc(N=C(/N=C(\N)N[N+](=O)[O-])Nc2ccc(C)cc2)cc1	-3	-2	-20	4	0	3	1	-17
43	O=C(CN1CC=C(c2ccccc2)CC1)NC(=O)NCc1ccccc1	10	-4	-15	21	6	-3	-2	11
44	CN1C(=O)C(=Cc2c(OCc3cnc(Cl)s3)ccc3ccccc23)C(=O)N(C)C1=O	-23	7	-18	-17	21	-3	-20	8
45	CCN(CC)C(=O)c1ccc(NC(=O)c2cccc(S(=O)(=O)N3CCN(C)CC3)c2)cc1	-2	-7	-8	4	-5	1	-6	6
46	COc1ccc(Cn2c(O)c(C=NCCN3CCOCC3)c(=O)[nH]c2=O)cc1	1	-4	9	33	1	4	5	-15
47	CCC1(CC)C(=O)NC(=Nc2cccc(C(F)(F)F)c2)NC1=O	1	14	9	14	-3	3	2	1
48	Cc1cc(C)cc(-n2c(O)c(C=Nc3ccc(N4CCOCC4)cc3)c(=O)[nH]c2=S)c1	18	8	9	-9	-28	-9	-10	10
49	CCOC(C[n+]1c(-c2ccccc2)cc(C)cc1-c1ccccc1)OCC	0	0	3	15	15	6	7	9
50	C[N+]12CN3CN(CN(C3)C1)C2	1	1	-9	-19	-5	5	3	4
51	CCCC(C)C1(CC)C(=O)NC(=Nc2ccc(OC)cc2)NC1=O (configuration not stated)	-3	6	1	-14	-7	-7	1	23
52	COc1ccccc1N1CCN(Cc2ccccc2F)CC1	7	-2	4	7	-2	-8	-4	-8
53	COC(=O)C1=C(c2ccc(C(C)=O)cc2)C[C@@H]2CC[C@H]1N2C(=O)NCCNC(C)=O	-3	-1	-4	16	-11	0	0	2
54	O=C(N/N=C1/CN2CCC1CC2)c1cc2ccccc2cc1O	-5	11	-24	-15	-23	12	-9	3
55	O=C1CN=C(c2ccc(Br)cc2)c2c(sc3c2CCCC3)N1CCN1CCCCC1	33	8	14	-1	7	-6	-7	19
56	O=c1[nH]c(=O)n(CCC2=CCCCC2)c(O)c1C=NCc1cccnc1	-2	5	-44	-44	-8	-20	-17	12
57	C[C@]12CCC3C(C1CCC2=O)[C@H](O)C[C@H]1C[C@@H](O)CC[C@]31C (some centres not stated)	5	-1	7	9	-5	1	-2	1
58	COc1cc(CN=C(C)c2c(O)n(C3CCCCC3)c(=O)[nH]c2=O)cc(OC)c1	8	0	4	-32	0	-9	-5	3
59	C=CCn1c(O)c(C=Nc2ccc(N(CC)CC)cc2)c(=O)[nH]c1=O	-4	1	19	15	-4	-5	2	3
60	CC(C)(C)C(=O)c1cn(CC(=O)NCc2ccco2)c2ccccc12	-56	7	-14	-20	2	3	5	-7

Complete entries, quoted from the list. Values in the order: Gli-Sufu antag	HKDC1 inh	Jurkat NFkB inh	697 NFkB inh	UBC13 inh	SENP7 block	SENP8 inh	Apaf1 inhib
`CCN(CC)C(=O)c1ccc(NC(=O)c2cccc(S(=O)(=O)N3CCN(C)CC3)c2)cc1` is entered as -2	-7	-8	4	-5	1	-6	6
`O=C(N/N=C1/CN2CCC1CC2)c1cc2ccccc2cc1O` is entered as -5	11	-24	-15	-23	12	-9	3
`CN1C(=O)C(=Cc2c(OCc3cnc(Cl)s3)ccc3ccccc23)C(=O)N(C)C1=O` is entered as -23	7	-18	-17	21	-3	-20	8
`O=C1CN=C(c2ccc(Br)cc2)c2c(sc3c2CCCC3)N1CCN1CCCCC1` is entered as 33	8	14	-1	7	-6	-7	19

Going on with the list.
item	molecule	Gli-Sufu antag	HKDC1 inh	Jurkat NFkB inh	697 NFkB inh	UBC13 inh	SENP7 block	SENP8 inh	Apaf1 inhib
61	O=C(c1cc(S(=O)(=O)N2CCC3(CC2)OCCO3)ccc1F)N1CCC2(CC1)OCCO2	-17	-12	13	-11	3	3	3	-8
62	COc1cc(-c2ccc(N)c(OC)c2)ccc1N	21	0	11	4	-13	-11	-24	5
63	CN1CCCN(C(=O)COc2ccc(F)cc2F)CC1	9	-3	-13	-12	-2	13	-7	0
64	C=CCn1c(O)c(C(C)=NCCC2=CCCCC2)c(=O)[nH]c1=O	-1	6	0	13	-1	1	-6	2
65	CCC(=NCCCO)c1c(O)n(-c2ccc(OC)cc2)c(=O)[nH]c1=O	-36	3	-4	25	-1	4	-2	-3
